# High-throughput results (PubChem)
# TcdB GH inh = TcdB glycohydrolase inhibitors, primary screen, biochemical, single point, plate reader; AID 652162, 2013; Toxin B (Clostridioides difficile), P18177; TcdB glycohydrolase enzymatic assay; 350,000 compounds, 0.24% hits; inhibition, % at 9.99 µM; in the data active = inhibition above about 10%
# * = called active by the depositor. Only part of the results is shown, so the mix of outcomes need not match the whole.
mol | TcdB GH inh
C[C@@H]1CCCCO[C@@H](CN(C)C(=O)Nc2ccc(F)cc2)[C@H](C)CN([C@@H](C)CO)C(=O)c2cc(NC(=O)Nc3ccccc3)ccc2O1 | -0.2
C[C@@H]1CCCCO[C@H](CN(C)Cc2ccccc2)[C@@H](C)CN([C@H](C)CO)C(=O)c2cc(NS(=O)(=O)c3ccccc3)ccc2O1 | 0.1
CC(=O)N(C)C[C@@H]1Oc2cc(-c3cncnc3)ccc2S(=O)(=O)N([C@@H](C)CO)C[C@@H]1C | 0.9
C[C@@H]1CCCCO[C@@H](CN(C)C(=O)Nc2cccc3ccccc23)[C@H](C)CN([C@@H](C)CO)C(=O)c2cc(NS(=O)(=O)c3ccc(Cl)cc3)ccc2O1 | 1.2
OC[C@@H]1[C@H](c2ccc(C3=CCCC3)cc2)[C@H]2CN(Cc3cncnc3)CCCCN12 | -5.4
C[C@H](CO)N1C[C@H](C)[C@H](CN(C)Cc2ccc(Oc3ccccc3)cc2)Oc2ccc(NC(=O)Nc3ccccc3)cc2CC1=O | -0.7
CCCNC(=O)C[C@@H]1CC[C@@H]2[C@H](COC[C@@H](O)CN2C(=O)C2CCOCC2)O1 | 0.1
CCCN1[C@@H]2c3ccc(-c4ccccc4F)c(=O)n3C[C@H]1[C@H](CO)[C@H]2C(=O)NCCOC | 1.2
Cc1noc(C)c1S(=O)(=O)N(C)C[C@H]1OCCCC[C@H](C)Oc2ccc(NC(=O)NC(C)C)cc2C(=O)N([C@@H](C)CO)C[C@@H]1C | 0.3
C[C@@H]1CN([C@@H](C)CO)C(=O)Cc2cc(NC(=O)NC3CCCCC3)ccc2O[C@@H]1CN(C)Cc1ccc(Cl)c(Cl)c1 | 0.7
C[C@H](CO)N1C[C@H](C)[C@H](CN(C)CC2CCCCC2)Oc2ccc(NC(=O)CCCN(C)C)cc2CC1=O | 0.2
CC(C)C#Cc1ccc([C@@H]2[C@@H](CO)N3C(=O)CN(C(=O)C4CCCCC4)C[C@H]23)cc1 | 0.4
C[C@@H]1CN([C@H](C)CO)C(=O)c2cccc(NS(=O)(=O)c3ccc(Cl)cc3)c2O[C@@H]1CN(C)Cc1ccc(Cl)c(Cl)c1 | 1.0
O=C(C[C@@H]1C[C@@H]2c3cc(NC(=O)NC4CCCC4)ccc3O[C@@H]2[C@@H](CO)O1)NCc1ccc(Cl)cc1 | 0.3
CN(C)C(=O)c1ccc(-c2ccc([C@H]3[C@H](C#N)N(S(C)(=O)=O)[C@H]3CO)cc2)cc1 | 3.4
COCC(=O)Nc1ccc2c(c1)C(=O)N(C)[C@H]1CC[C@@H](CC(=O)NC3Cc4ccccc4C3)O[C@@H]1CO2 | -1.0
Cc1ccc(NC(=O)Nc2ccc3c(c2)C(=O)N(C)[C@H]2CC[C@H](CC(=O)O)O[C@@H]2CO3)cc1 | -0.9
C[C@H](CO)N1C[C@H](C)[C@@H](CN(C)CC2CCCCC2)OCc2cn(nn2)CCCC1=O | -0.5
O=C(NCc1cc(F)cc(F)c1)[C@@H]1[C@@H](CO)[C@@H]2Cn3c(cccc3=O)[C@H]1N2 | 0.2
C[C@H]1CCCCO[C@@H](CN(C)C(=O)NC2CCCCC2)[C@@H](C)CN([C@@H](C)CO)C(=O)c2cc(NS(=O)(=O)c3cccs3)ccc2O1 | -1.0
CO[C@H]1CN(C)C(=O)c2cc(NS(=O)(=O)c3cn(C)cn3)ccc2OC[C@H](C)N(Cc2cccc(F)c2)C[C@H]1C | -0.3
COc1ccccc1-c1cn(CC[C@@H]2CC[C@H](NC(=O)C3CCOCC3)[C@@H](CO)O2)nn1 | 0.5
O=C(CCN1CCCCC1)N[C@@H]1CC[C@H](CCNC(=O)c2cc(Cl)cc(Cl)c2)O[C@@H]1CO | -0.5
COc1cccc(S(=O)(=O)Nc2ccc3c(c2)[C@H]2C[C@@H](CC(=O)NCc4ccccc4F)O[C@@H](CO)[C@H]2O3)c1 | 0.2
C/C=C/c1ccc([C@H]2[C@@H](CO)N3CCCCN(C(=O)Nc4ccccc4F)C[C@@H]23)cc1 | -0.1
CCS(=O)(=O)Nc1ccc2c(c1)C(=O)N(C)[C@H]1CC[C@H](CC(=O)N3CCN(C)CC3)O[C@H]1CO2 | 0.3
C[C@H](O)C#Cc1cnc2c(c1)C(=O)N([C@@H](C)CO)C[C@H](C)[C@H](CN(C)C(=O)c1ccncc1)O2 | -0.5
O=C([C@@H]1[C@@H](CO)[C@@H]2Cn3c(cccc3=O)[C@@H]2N1CC1CCCC1)N1CCc2ccccc2C1 | -2.3
CCC(=O)Nc1ccc2c(c1)OC[C@@H](C)N(Cc1cccnc1)C[C@H](C)[C@@H](OC)CN(C)C2=O | 0.4
C[C@@H]1CN([C@@H](C)CO)C(=O)c2cc(NS(=O)(=O)c3ccccc3)ccc2O[C@@H](C)CCCCO[C@@H]1CN(C)C | 0.2

# Following part
mol | TcdB GH inh
CC(C)NC(=O)N(C)C[C@@H]1Oc2ccc(NC(=O)CCCN(C)C)cc2C(=O)N([C@H](C)CO)C[C@@H]1C | -0.2
C[C@H](CO)N1C[C@H](C)[C@H](CN(C)C(=O)Nc2ccc3c(c2)OCO3)Oc2ncc(-c3cccnc3)cc2C1=O | 0.6
CC(C)C#Cc1cnc2c(c1)C(=O)N([C@@H](C)CO)C[C@H](C)[C@@H](CN(C)C(=O)C1CCC1)O2 | -0.9
C[C@@H]1CCCCO[C@H](CN(C)Cc2ccc(C(F)(F)F)cc2)[C@H](C)CN([C@H](C)CO)C(=O)c2cc(N(C)C)ccc2O1 | -9.6
C[C@H](CO)N1C[C@H](C)[C@@H](CN(C)CC2CCCCC2)OCCCC[C@H](C)Oc2ccc(N(C)C)cc2C1=O | -28
COc1cccc(C#Cc2cnc3c(c2)C(=O)N([C@H](C)CO)C[C@H](C)[C@H](CN(C)C(=O)C2CCC2)O3)c1 | 2.3
O=C(C[C@H]1C=C[C@@H](NC(=O)Nc2cc(F)ccc2F)[C@H](CO)O1)NCc1ccccn1 | 0.1
Cc1noc(C)c1S(=O)(=O)Nc1ccc2c(c1)C(=O)N([C@H](C)CO)C[C@H](C)[C@H](CN(C)C(=O)Nc1ccccc1)OCCCC[C@H](C)O2 | 0.6
CC(C)NC(=O)N(C)C[C@H]1Oc2ccc(NC(=O)Nc3ccccc3)cc2CC(=O)N([C@H](C)CO)C[C@H]1C | -2.0
COc1ccc(S(=O)(=O)Nc2ccc3c(c2)C(=O)N([C@H](C)CO)C[C@H](C)[C@@H](CN(C)Cc2ccc(C(F)(F)F)cc2)OCCCC[C@@H](C)O3)cc1 | -0.4
COc1ccc([Si](C)(C)[C@@H]2[C@@H](CCn3cc([C@H](O)c4ccccc4)nn3)O[C@]3(C(=O)N(C)c4ccccc43)[C@H]2C)cc1 | -1.3
C[C@@H]1CCCCO[C@H](CN(C)C)[C@@H](C)CN([C@@H](C)CO)C(=O)c2cc(NC(=O)CCC(F)(F)F)ccc2O1 | 0.6
C[C@@H]1CN([C@H](C)CO)C(=O)c2cc(-c3cccc(F)c3)cnc2O[C@H]1CN(C)CC1CCOCC1 | 0.6
C[C@@H]1CCCCO[C@H](CN(C)S(C)(=O)=O)[C@H](C)CN([C@@H](C)CO)C(=O)c2cc(NS(=O)(=O)c3ccccc3)ccc2O1 | -7.3
CC(=O)N(C)C[C@H]1Oc2cc(-c3cccc(F)c3)ccc2S(=O)(=O)N([C@@H](C)CO)C[C@@H]1C | -0.3
CN1CCN(C(=O)C[C@H]2CC[C@@H]3[C@H](COC[C@@H](O)CN3C(=O)C3CC3)O2)CC1 | 0.8
COc1ccc(NC(=O)N(C)C[C@H]2Oc3ccc(NC(=O)CCC(F)(F)F)cc3C(=O)N([C@@H](C)CO)C[C@@H]2C)cc1 | -0.5
C[C@@H]1CN([C@H](C)CO)S(=O)(=O)c2ccc(C#CC3CC3)cc2O[C@@H]1CN(C)Cc1ccccc1 | 0.4
CO[C@@H]1CN(C)C(=O)c2cc(NC(=O)NC(C)C)ccc2OC[C@H](C)N(C(=O)NC(C)C)C[C@H]1C | 0.0
C[C@@H]1CN([C@@H](C)CO)S(=O)(=O)c2ccc(C#Cc3ccccc3F)cc2O[C@H]1CN(C)C(=O)Cc1ccccc1 | -0.8
C[C@@H]1CCCCO[C@H](CN(C)Cc2ccc(C(=O)O)cc2)[C@@H](C)CN([C@H](C)CO)C(=O)c2cc(NS(=O)(=O)c3ccc(Cl)cc3)ccc2O1 | -0.4
O=C(C[C@@H]1CC[C@@H]2[C@H](COC[C@@H](O)CN2C(=O)c2ccc3c(c2)OCO3)O1)NCCN1CCCC1 | -13
O=C(C1CCOCC1)N1C[C@H]2[C@@H](c3ccccc31)[C@@H](CO)N2C(=O)Cc1ccccc1 | 0.4
CCC(=O)N[C@@H]1CC[C@@H](CCn2cc(-c3cccc(OC)c3)nn2)O[C@H]1CO | 1.6
C[C@H](O)C#Cc1cnc2c(c1)C(=O)N([C@@H](C)CO)C[C@@H](C)[C@H](CN(C)C(=O)Cc1ccccn1)O2 | -0.4
C[C@@H]1CN([C@H](C)CO)C(=O)c2cc(NC(=O)CCCCCC(=O)Nc3ccccc3N)ccc2O[C@H]1CN(C)S(=O)(=O)c1ccc(F)cc1 | -0.2
CC(=O)N(C)C[C@@H]1Oc2cc(-c3cncnc3)ccc2S(=O)(=O)N([C@H](C)CO)C[C@@H]1C | 0.0
C[C@H]1CN([C@@H](C)CO)C(=O)Cc2cc(NC(=O)CCC(F)(F)F)ccc2O[C@H]1CN(C)Cc1ccc2c(c1)OCO2 | 2.2
COCC#Cc1ccc([C@H]2[C@@H](CO)N3C(=O)CN(C(=O)c4cccnc4)C[C@@H]23)cc1 | 0.9
CNC[C@@H]1Oc2c(NC(=O)Nc3ccc4c(c3)OCO4)cccc2C(=O)N([C@@H](C)CO)C[C@@H]1C | 0.6

# Shown field by field: entries from further up
SMILES: COc1ccc(NC(=O)N(C)C[C@H]2Oc3ccc(NC(=O)CCC(F)(F)F)cc3C(=O)N([C@@H](C)CO)C[C@@H]2C)cc1
  TcdB GH inh = -0.5

SMILES: C[C@@H]1CN([C@@H](C)CO)S(=O)(=O)c2ccc(C#Cc3ccccc3F)cc2O[C@H]1CN(C)C(=O)Cc1ccccc1
  TcdB GH inh = -0.8

# Quoted from the listing.
# In TcdB GH inh, `O=C(C1CCOCC1)N1C[C@H]2[C@@H](c3ccccc31)[C@@H](CO)N2C(=O)Cc1ccccc1` is listed with 0.4
# In TcdB GH inh, `C[C@@H]1CCCCO[C@H](CN(C)Cc2ccc(C(=O)O)cc2)[C@@H](C)CN([C@H](C)CO)C(=O)c2cc(NS(=O)(=O)c3ccc(Cl)cc3)ccc2O1` is listed with -0.4
# In TcdB GH inh, `C[C@H](O)C#Cc1cnc2c(c1)C(=O)N([C@@H](C)CO)C[C@@H](C)[C@H](CN(C)C(=O)Cc1ccccn1)O2` is listed with -0.4

# Of the compounds above, these have a COOH group.
mol | TcdB GH inh
Cc1ccc(NC(=O)Nc2ccc3c(c2)C(=O)N(C)[C@H]2CC[C@H](CC(=O)O)O[C@@H]2CO3)cc1 | -0.9
C[C@@H]1CCCCO[C@H](CN(C)Cc2ccc(C(=O)O)cc2)[C@@H](C)CN([C@H](C)CO)C(=O)c2cc(NS(=O)(=O)c3ccc(Cl)cc3)ccc2O1 | -0.4

# Next results
mol | TcdB GH inh
CC(C)NC(=O)N(C)C[C@H]1OCCCC[C@H](C)Oc2ccc(NC(=O)Nc3ccc(C(F)(F)F)cc3)cc2C(=O)N([C@H](C)CO)C[C@@H]1C | 0.5
CN1C(=O)c2cc(NC(=O)Cc3ccccc3)ccc2OC[C@H]2O[C@@H](CC(=O)O)CC[C@H]21 | -0.9
C[C@@H]1CCCCO[C@H](CN(C)C(=O)CCC(F)(F)F)[C@H](C)CN([C@H](C)CO)C(=O)c2cc(NC(=O)Cc3ccccc3)ccc2O1 | 0.8
C[C@H](CO)N1C[C@H](C)[C@H](CN(C)Cc2ccc3c(c2)OCO3)Oc2ccc(NC(=O)Cc3ccccc3)cc2CC1=O | -0.4
CC(C)NC(=O)N(C)C[C@H]1Oc2ncc(-c3cncnc3)cc2C(=O)N([C@H](C)CO)C[C@H]1C | 2.2
C[C@H](CO)N1C[C@H](C)[C@@H](CN(C)C(=O)C2CCCCC2)OCCCC[C@H](C)Oc2ccc(NC(=O)Nc3ccc4c(c3)OCO4)cc2C1=O | -0.2
C[C@@H]1CN([C@H](C)CO)C(=O)c2cc(NC(=O)c3ccccc3)ccc2O[C@@H](C)CCCCO[C@@H]1CN(C)Cc1ccc(C(=O)O)cc1 | -0.3
C[C@H](CO)N1C[C@H](C)[C@@H](CN(C)Cc2cccnc2)Oc2ncc(-c3ccc(C#N)cc3)cc2C1=O | -0.3
Cc1ccc(S(=O)(=O)N(C)C[C@@H]2OCCCC[C@@H](C)Oc3ccc(NS(=O)(=O)c4cccs4)cc3C(=O)N([C@@H](C)CO)C[C@@H]2C)cc1 | 0.6
C[C@H](CO)N1C[C@H](C)[C@@H](CN(C)C(=O)Nc2ccccc2)Oc2ncc(C3=CCCC3)cc2C1=O | 1.1
O=C(NCCN1CCCCC1)[C@@H]1N[C@@H]2c3ccc(-c4ccccc4)c(=O)n3C[C@@H]2[C@H]1CO | 0.8
CCCNC(=O)C[C@H]1CC[C@H]2[C@@H](COC[C@H](O)CN2Cc2ccc(Cl)c(Cl)c2)O1 | -0.6
CO[C@H]1CN(C)C(=O)c2ccc(NS(=O)(=O)c3ccccc3)cc2OC[C@H](C)N(Cc2ccccn2)C[C@H]1C | 0.6
C[C@H](CO)N1C[C@H](C)[C@H](CN(C)C)Oc2cc(-c3cccc(C#N)c3)ccc2S1(=O)=O | -0.1
C[C@@H]1CN([C@H](C)CO)C(=O)CCCn2cc(nn2)CO[C@H]1CN(C)Cc1ccccc1C(F)(F)F | -0.3
OC[C@H]1[C@@H](c2ccc(-c3ccccc3)cc2)[C@@H]2CN(CCC(F)(F)F)CCCCN12 | 0.6
CCCNC(=O)N1C[C@H](O)COC[C@@H]2O[C@H](CC(=O)N3CCOCC3)CC[C@H]21 | -0.6
CNC(=O)C[C@@H]1CC[C@@H]2[C@H](COc3ccc(NC(=O)Nc4ccccc4F)cc3C(=O)N2C)O1 | 1.0
CNC[C@@H]1Oc2cc(C#Cc3ccccc3F)ccc2S(=O)(=O)N([C@@H](C)CO)C[C@H]1C | 1.1
